From PubChem BioAssay
Insulin prom up – insulin promoter activators in MIN6 cells, imaging, high-content screening, mouse beta cells; MIN6 insulin promoter-GFP reporter; active compounds read high; z-score at 5 µM; actives 0.3% (n = 190,000); AID 1625, 2009;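 active = z-score above 3 at 5 µM with at least 500 cells counted in the well; inconclusive = wells under 500 cells, flagged as cytotoxic or low count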
bCat nuc transl – modulators of beta-catenin nuclear translocation, primary screen, imaging, HeLa cells, immunofluorescence, high-content; nuclear translocation activity, % at 5 µM; actives 0.3% (n = 190,000); AID 1665, 2009;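 active = nuclear translocation activity above 50% at 5 µM, with a well cell count of 50 or more; inconclusive = wells under 50 cells across six images, flagged as toxic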;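 note: per-cell ratio of nuclear to cytoplasmic median beta-catenin stain intensity; plate controls were DMSO negative control for no effect and GSK-3 inhibitor IX positive control for full effect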
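Test system: HeLa cells, endogenous beta-catenin; Compound: single 5 µM dose plus 0.02–20 µM confirmation series; Times: compound exposure 24 h at 37°C; Signal: fluorescence imaging of beta-catenin antibody stain plus DAPI; Read-out: % activation, nuclear-to-cytoplasmic median beta-catenin signal ratio per cell.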
T cell modulator – modulators of CD8 T cell-vesicle binding, primary screen, mouse 2C CD8+ T cells, flow cytometry. 2C CD8+ T cell-vesicle binding; active compounds read low. calls only at 7 µM. actives 0.068% (n = 330,000);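 active = response, share of CD8 T cells binding vesicles, and their 90th percentile fluorescence all below set limits, cut at about 80% in these data, passing the limit was not always enough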
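Incubation: binding step 1.5 h, 37 °C, antibody labelling 20 min, ice; system: murine 2C transgenic CD8+ T lymphocytes; technique: cytometric PE anti-B7-1 and Alexa647 anti-CD8 signals after 1% paraformaldehyde fixation; also added: QL9-charged Drosophila Ld/ICAM-1/B7-1 vesicles; control set: naked versus QL9-loaded vesicles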
Autophagy HCS – autophagy modulators in MEF cells, primary screen, imaging, high-content, MEF GFP-LC3. MEF GFP-LC3 puncta imaging; test concentration mostly 10 µM. calls only at 10 µM (by protocol). actives 0.98% (n = 190,000);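 active = percentage of spot-positive cells more than 3 SD above its plate mean, without a fluorescence outlier flag or 80% toxicity; inconclusive = no clear call, values can overlap the other calls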;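 note: spot-positive cell cutoff set from DMSO-treated cells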
CSM14.1 death rescue – rescue of cells from ER stress-induced death, primary screen, 384-well, CSM14.1, thapsigargin, ATP luminescence (AID 1222). 190,000 tested, under 10 active. cellular ATP content (survival), % at 20 µM; hits with a dose series show EC50 in µM. CSM14.1 thapsigargin-induced death rescue, ATP luminescence; higher % means a stronger effect;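 active = EC50 below 50 µM in the dose-response confirmation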;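 note: death triggered by thapsigargin at about 15 µM added after 2 h compound pretreatment; cell ATP read after overnight thapsigargin exposure of roughly 18 to 22 hours; normalized against plate controls of thapsigargin alone and 5% DMSO vehicle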
Hep lipid drop – inhibitors of hepatocyte lipid droplet formation, primary screen, imaging, high-throughput imaging, BODIPY stain; AML12 mouse hepatocytes, oleate lipid droplets; inhibition, % at 6.5 µM; actives 0.4% (n = 240,000); AID 1656, 2009;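 active = lipid droplet intensity inhibited by at least 50%, with more than 500 cells counted; inconclusive = wells with under 300 cells, treated as cytotoxic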
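Test system: AML12 mouse liver cells; schedule: overnight exposure; technique: high-content imaging of BODIPY-stained droplets and DAPI nuclei; read-out: % inhibition of corrected integrated BODIPY droplet signal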
PhoP inhibition – inhibitors of PhoP regulon expression, primary screen, Salmonella Typhimurium, GFP reporter (AID 1863); S. Typhimurium PhoP-regulated promoter GFP reporter, 4 h; higher % means a stronger effect; actives 0.16% (n = 300,000); inhibition, % at 50 µM; hits with a dose series show IC50 in µM;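 active = inhibition over 29.93%, a cutoff 3 SD above the screen mean, later confirmed by dose response; inconclusive = inhibition over 29.93% but no dose response follow-up; inactive = inhibition at most 29.93% or unconfirmed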;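 note: 0% = low Mg2+ inducing control and 100% = high Mg2+ repressing control; strong numbers were not always called active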
Dynein cargo inh – inhibitors of GR-EGFP nuclear translocation, primary screen, dynein cargo transport inhibitor project, imaging, high-content, 3617.4 mouse cells | test concentration mostly 20 µM; stimulated with dexamethasone, 1 µM; active compounds read low | actives 0.47% (n = 220,000) | AID 1381, 2008 | z-score, hits read low;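 active = plate z-score of nuclear minus cytoplasmic receptor signal below a set negative limit, without overly bright fluorescence or cell loss, cut at about -3.5 in these data, passing the limit was not always enough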;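 note: z-score of nuclear minus cytoplasmic ring GR-EGFP intensity difference per well; some compounds called inactive have numbers as strong as hits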
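Schedule: 48 h induction, then 1 h compound, then 30 min agonist, 37 °C. Buffer or medium: tetracycline-free induction medium containing charcoal-stripped FBS. Reagent: 1.0 µM final dexamethasone stimulus. Evaluation: nuclear versus cytoplasmic GR-EGFP signal, averaged per well. Signal: high-content fluorescence imaging after fixation.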
MT stabilizer – microtubule stabilizers in HeLa cells, primary screen, imaging, high-content imaging. HeLa tubulin immunostaining HCS, 24 h; share of cells brighter than vehicle mean+2SD. % tubulin-high responders, % at 10 µM. actives 0.83% (n = 200,000). AID 2205, 2009;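 active = plate Z-score above 3 for both tubulin-high and condensed-nucleus cell shares, with cell loss under 80%, at 10 µM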;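 note: anti alpha tubulin signal scored within the nucleus-defined area of each cell; some results filed as inactive read as strong as hits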
Dynein cargo inh cytoplasmic EGFP – second read-out of Dynein cargo inh, no call of its own (marks repeat the call); z-score; measured here: cytoplasmic GR-EGFP intensity; active compounds read high
Dynein cargo inh nuclear GR-EGFP – recorded beside Dynein cargo inh, whose call it bears; z-score; measured here: nuclear GR-EGFP intensity;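 lower value marks the stronger effect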
Dynein cargo inh cell count – also measured in Dynein cargo inh; calls as there; z-score; measured here: cell count per field
Insulin prom up cell count – also measured in Insulin prom up; calls as there; cell count; measured here: cytotoxicity, nuclei count;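 total cells summed across four imaged fields per well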
Hep lipid drop cells 6.5 µM – recorded beside Hep lipid drop, whose call it bears; cell count; measured here: cell count, cytotoxicity flag;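 cells counted across two imaged fields per well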
bCat nuc transl cell count 5 µM – also measured in bCat nuc transl; calls as there; cell count; measured here: cell count, cytotoxicity flag
T cell modulator vesicle-bound % – second read-out of T cell modulator, no call of its own (marks repeat the call); double positive events, %; measured here: CD8+ vesicle-bound cell fraction;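 binding gate set so that unloaded-vesicle control wells show 10% double positive cells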
MT stabilizer Hoechst-high % – second read-out of MT stabilizer, no call of its own (marks repeat the call); % Hoechst-high responders; measured here: nuclear condensation Hoechst responders;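 share of cells brighter than vehicle mean plus two SD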
MT stabilizer cytotoxicity % – second read-out of MT stabilizer, no call of its own (marks repeat the call); toxicity, %; measured here: cytotoxicity by cell density;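 0% = mean cell density of plate MIN control wells and 100% = no cells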
Autophagy HCS cell loss 18 h – further read-out of Autophagy HCS, marked with its call; toxicity, %; measured here: cell loss, nuclei count;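 cell loss after 18 h compound exposure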
Active calls of the source: *; i = inactive; ? = inconclusive; . = not tested or not shown. Rows were taken by chance; about 3% have a hit in one of these screens.

Order of results – Insulin prom up	Insulin prom up cell count	bCat nuc transl	bCat nuc transl cell count 5 µM	T cell modulator	T cell modulator vesicle-bound %	Autophagy HCS	Autophagy HCS cell loss 18 h	CSM14.1 death rescue	Hep lipid drop	Hep lipid drop cells 6.5 µM	PhoP inhibition	Dynein cargo inh	Dynein cargo inh cytoplasmic EGFP	Dynein cargo inh nuclear GR-EGFP	Dynein cargo inh cell count	MT stabilizer	MT stabilizer Hoechst-high %	MT stabilizer cytotoxicity %
- COc1cc2nc(/C=C/c3ccc(N(C)C)cc3)sc2cc1SC
    .	.	6.9	1078	i	34	?	.	0.7%	17	700	-19%	-3.2	28	3.6	0.39	5.8	3.3	0.1
- Nc1nc(N)nc(-c2ccccc2-c2nc(N)nc(N)n2)n1
    -0.47	1428	-1.2	1125	i	8	.	.	.	-1	741	-2%	-0.62	1.1	-0.15	0.17	.	.	.
- CC(=O)N(C(C)=O)C1=C(C#N)C2(CCCCC2)Cc2ccccc21
    0.41	1429	-1.2	1398	i	44	i	3	-1.3%	.	.	3%	-0.22	-0.099	0.21	-0.6	2.7	1.5	4.4
- CCC(C)NC(=O)Cn1c(COc2ccc(Cl)cc2Cl)nc2ccccc21 (stereo unspecified)
    -0.19	1552	-0.5	1068	i	52	i	17	-2.7%	3	681	2%	-0.083	-0.22	-0.0029	-0.32	5.3	2.1	3.9
- CCOC(=O)c1ccc(N=C2C(=S)N(c3ccc(C(=O)OCC)cc3)C(=N)N2/N=C/c2ccccc2)cc1
    ?	.	-1.5	1255	i	12	i	5	0.3%	17	718	7%	0.13	0.0002	0.66	-2.1	2.7	1.3	5.6
- COc1ccc(C(=O)N(CCN2CCOCC2)CC(=O)NC2CCCC2)cc1OC
    0.21	1918	0.0	1072	.	.	i	-4	-0.8%	2	585	-1%	-0.92	-0.27	-0.27	0.47	1.9	1.1	3.8
- CCO[C@@H]1OC(C(=O)N2CCN(C)CC2)=C[C@H](c2ccc(C(F)(F)F)cc2)[C@H]1CCCO
    0.29	1177	-0.9	1171	i	33	i	1	-1.4%	1	733	-2%	-0.39	1.3	0.35	-1.2	3.7	1.8	9.8
- COc1ccc(C)cc1NC(=O)c1ccc(N(C)S(C)(=O)=O)cc1
    -0.97	1184	.	.	i	55	i	20	.	-1	725	-10%	1.3	-0.11	1.3	-0.69	1.9	2.1	8.8
- COc1ccc(NC(=O)c2ccc3ccccc3n2)cc1S(=O)(=O)N1CCCCC1
    .	.	-2.2	946	i	21	i	9	-2.0%	-9	636	-5%	-1	-0.28	-0.76	0.7	4.3	4.3	6.2
- CCOC(=O)C1(Cc2ccccc2)CCN(Cc2ccc(C)s2)CC1
    -0.43	1503	0.7	1473	i	26	i	-5	-0.3%	-6	692	-8%	-0.56	0.17	0.19	0.42	3.4	1.8	10
- Cc1ccc(NC(=O)CSc2nc3c(c(=O)[nH]2)CCC3)cc1C
    0.17	1525	-6.0	952	i	54	i	20	-0.1%	.	.	-10%	1.8	-0.4	0.58	0.12	4.3	1.8	3.3
- CCOc1ccc(-c2nc(N)ncc2Oc2ccc(OC)cc2)c(O)c1
    -0.1	1465	-5.0	1329	i	12	.	.	.	-4	759	-5%	0.12	-0.3	-0.35	0.36	.	.	.
- Cc1ccc(S(=O)(=O)NCC(=O)N2CCCCC2)cc1
    -0.47	962	-1.6	1201	i	52	i	-34	-0.8%	.	.	-4%	0.0091	-0.058	0.065	-0.93	2.0	2.5	5.2
- Cc1cccc(-n2nc3c([n+]2[O-])CCc2nonc2-3)c1C
    -0.26	1440	-6.3	574	i	34	i	4	-1.3%	-6	727	-9%	-0.096	-0.31	-0.48	0.5	3.2	4.0	9.6
- O=C(NC1CC1)C1CCN(c2ccc(S(=O)(=O)N3CCOCC3)cc2)CC1
    0.2	1262	-1.1	1061	i	19	i	1	.	-6	709	-4%	-0.58	-0.25	-0.4	0.53	1.7	2.0	17
- CC(C)(C)C(=O)NC1=NCCS1
    0.3	1365	-3.9	990	i	30	i	8	-0.5%	.	.	-4%	0.62	-0.2	0.24	-0.054	3.5	1.0	7.1
- Nc1ccc(-c2nc3ccc(C(=O)O)cc3s2)cc1
    0.31	1513	-0.4	1133	i	44	i	0	-4.3%	-8	590	-4%	0.69	-0.2	0.96	-1.5	7.2	2.1	7.7
- Nc1ccc(N2CCN(c3ccc(F)cc3)CC2)cc1
    -0.31	1501	-1.8	964	i	55	i	11	1.4%	-17	552	6%	0.56	0.53	0.62	-0.71	4.3	0.3	3.0
- Cc1cccc2c1-c1sc(C(=O)Nc3cccc([N+](=O)[O-])c3C)cc1CO2
    1.2	1510	-1.0	1028	i	18	i	6	-2.3%	-1	650	-2%	-0.86	-0.22	0.32	0.55	3.2	2.1	1.5
- CCN(CC)S(=O)(=O)c1cc(C)c(C)cc1Br
    0.46	1150	-2.8	1181	i	38	i	2	1.9%	-12	759	4%	-0.2	0.6	0.47	-1	1.4	1.8	45
- COCC(C)NC(=O)CSc1nc(-c2ccccc2)c(-c2ccccc2)o1 (stereo unspecified)
    -0.1	901	-2.4	1146	i	42	i	-10	-4.7%	-2	698	-5%	-0.14	-0.24	-0.0088	0.65	2.2	1.7	9.4
- O=C(CCn1c(=O)oc2ccccc21)Nc1nccs1
    0.71	1682	-3.6	847	i	19	i	9	-1.6%	.	.	0%	0.031	-0.45	0.35	0.054	3.2	1.9	9.5
- O=C(COC(=O)c1c2c(nc3ccccc13)/C(=C\c1cccs1)CCC2)Nc1ccccc1
    -0.45	1388	-1.0	537	i	3	i	4	0.0%	-2	666	-5%	0.17	-0.23	-0.16	0.065	4.4	4.0	4.5
- COC(=O)Nc1ccc(SCC(=O)c2ccc(Cl)cc2)cc1
    0.26	1095	4.5	1046	i	26	i	40	-0.6%	-8	659	-2%	-0.49	0.69	0.22	-0.69	3.6	2.8	7.9
- CCC1CCCCN1CCNC(=O)C1CCN(S(=O)(=O)c2c(C)noc2C)CC1 (stereo unspecified)
    -1.2	926	.	.	i	36	i	-22	-0.7%	.	.	10%	1.3	-0.02	1.3	-0.41	1.6	1.0	15
- O=C(/C=C/c1cccc(O)c1)c1ccc(N2CCOCC2)cc1
    -0.01	956	0.0	1281	i	32	.	.	.	-1	733	-10%	-0.95	-0.15	-0.4	0.54	.	.	.
- CCc1ccc(/C=N/Nc2nn[nH]n2)cc1
    0.1	1240	-2.1	1252	i	39	i	-7	0.5%	-35	733	-12%	-0.66	-0.27	-0.98	0.87	4.3	1.8	3.4
- CCOC(=O)c1oc2cccc(O)c2c1CN(Cc1ccccc1)C(C)=O
    0.39	1584	.	.	i	31	i	4	-0.2%	.	.	3%	1.5	-0.13	1.3	-1.4	5.3	3.7	7.9
- CC(C)CNC(=S)NC1CC2CCCC(C1)N2Cc1cccs1 (stereo unspecified)
    1.3	943	-0.9	1326	i	34	i	16	-2.2%	.	.	2%	0.39	-0.21	0.76	0.15	3.1	1.7	6.0
